Screening data (PubChem BioAssay)
Tb MetRS inh = blocks T. brucei methionyl-tRNA synthetase activity; purified T. brucei MetRS, ATP depletion, Kinase-Glo luminescence; AID 624268; actives 0.4% (n = 360,000); inhibition, % at 11.9 µM;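 active = inhibition above a per-plate cutoff of the control wells' mean inhibition plus 3 SD, cut at about 5.5% in these data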;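 also: 0% = DMSO wells median and 100% = median of wells with control inhibitor compound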
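Material – parasite MetRS enzyme · Medium – HEPES-MgCl2-KCl buffer plus DTT, spermine, BSA, pyrophosphatase · Reagent – ATP, methionine and E. coli bulk tRNA substrates · Times – 15 min enzyme-compound preincubation, 2 h reaction, 10 min detection, 25 °C · Measured by – luminescence of leftover ATP · Evaluation – percent inhibition relative to median high and low control wells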
SUMO1 PPI mod = SUMO1-SIM interaction modulation. P63165. SUMO1 binding to a labelled peptide, TR-FRET, 1 h. inhibition, % at 20 µM. actives 0.33% (n = 360,000); in the data active = inhibition above about 37%
Target sequence (P63165 whole entry, looked up): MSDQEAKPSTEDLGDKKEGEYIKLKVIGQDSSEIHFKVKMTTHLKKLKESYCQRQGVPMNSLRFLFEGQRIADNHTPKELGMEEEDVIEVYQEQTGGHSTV
Scp1 inh = inhibitors of human Scp-1 phosphatase. Q9GZU7. actives 0.88% (n = 340,000). inhibition, % at 20 µM. Recombinant Scp1, phosphopeptide, malachite green phosphate absorbance;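 active = inhibition above about 50% at 20 µM, limit read from the data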;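 also: plate controls were DMSO wells with enzyme for no effect and wells lacking enzyme for full effect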
Target sequence (Q9GZU7 76-261 limits assumed): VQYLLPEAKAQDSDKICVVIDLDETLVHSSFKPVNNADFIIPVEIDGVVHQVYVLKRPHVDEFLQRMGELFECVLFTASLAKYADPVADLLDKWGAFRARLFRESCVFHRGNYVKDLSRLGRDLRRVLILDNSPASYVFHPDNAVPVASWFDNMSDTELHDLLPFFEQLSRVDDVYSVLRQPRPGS
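Test system: SCP-1 phosphatase catalytic domain, residues 76-261; measured by: colorimetric phosphate reagent with accelerator and stabiliser, absorbance at 630 nm; timing: enzyme reaction 45 min at room temperature, colour 5 min, stabilisation 30 min; also added: Phosphorylated 17-residue peptide substrate; compound dosing: one concentration, 20 µM, with 1.0% DMSO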
STEP block = inhibitors of human striatal-enriched phosphatase STEP | P54829 | recombinant STEP, OMFP fluorogenic substrate, fluorescence | inhibition, % at 20 µM | actives 0.25% (n = 360,000) | AID 588621;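 active = inhibition at 20 µM, scaled per plate between control wells, above about 37%, limit read from the data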;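 also: 0% = DMSO with enzyme and substrate and 100% = substrate only without enzyme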
Target sequence (P54829 whole entry, looked up): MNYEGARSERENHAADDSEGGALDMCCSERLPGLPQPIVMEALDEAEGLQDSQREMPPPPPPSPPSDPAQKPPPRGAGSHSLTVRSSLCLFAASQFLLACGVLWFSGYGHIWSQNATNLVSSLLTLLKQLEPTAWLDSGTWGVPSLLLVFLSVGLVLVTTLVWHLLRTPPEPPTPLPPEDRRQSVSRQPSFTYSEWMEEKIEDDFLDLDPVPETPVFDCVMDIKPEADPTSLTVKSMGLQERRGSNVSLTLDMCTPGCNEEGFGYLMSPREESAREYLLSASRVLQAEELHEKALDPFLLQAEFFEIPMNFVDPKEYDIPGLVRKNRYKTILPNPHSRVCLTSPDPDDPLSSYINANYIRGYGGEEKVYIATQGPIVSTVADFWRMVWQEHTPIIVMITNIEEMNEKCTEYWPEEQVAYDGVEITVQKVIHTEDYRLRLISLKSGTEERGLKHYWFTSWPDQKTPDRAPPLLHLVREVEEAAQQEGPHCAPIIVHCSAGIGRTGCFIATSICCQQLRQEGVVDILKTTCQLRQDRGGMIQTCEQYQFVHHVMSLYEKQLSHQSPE
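Material: STEP (striatal-enriched tyrosine phosphatase) enzyme, cell-free; Compound dosing: 20 µM single dose in 1% DMSO; Technique: fluorescence read at 480 nm ex / 540 nm em; Times: reaction 20 min, ambient temperature; Medium: 50 mM Bis-Tris pH 6.0 with 2.5 mM DTT and 0.005% Tween 20; Also added: OMFP at 25 µM.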
Neddyl block = inhibitors of human cullin neddylation | calls only at 25 µM | actives 0.58% (n = 360,000) | TR-FRET cullin neddylation, biochemical; in the data active = inhibition above about 36%
SKN-1 block = C. elegans SKN-1 inhibition; C. elegans VP596 Pgst-4::GFP/RFP ratio, acrylamide-induced, 24 h; inhibition, % at 21.8 µM; actives 0.49% (n = 360,000); AID 624304;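 active = interference check ratio from 0.5 to 1.5 plus GFP to RFP signal ratio inhibition reaching or exceeding a fixed threshold, cut at about 30% in these data, passing the limit was not always enough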; also: some compounds called inactive have numbers as strong as hits
NadD block = NadD (S. aureus) enzyme inhibition. purified NadD enzyme, colorimetric absorbance read-out. inhibition, % at 20 µM. actives 0.78% (n = 360,000). AID 602399; in the data active = inhibition above about 26%; also: some compounds past the cut are filed as inactive
LMPTP block = blocks human LMPTP phosphatase; AID 651560; actives 0.22% (n = 360,000); P24666; recombinant LMPTP-A, OMFP fluorogenic substrate, fluorescence intensity; inhibition, % at 20 µM;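 active = compounds that cut the enzyme signal by at least half of the control window in the single-dose screen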;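 also: plate controls were DMSO wells with enzyme plus substrate for no effect and substrate without enzyme for full effect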
Target sequence (P24666 whole entry, looked up): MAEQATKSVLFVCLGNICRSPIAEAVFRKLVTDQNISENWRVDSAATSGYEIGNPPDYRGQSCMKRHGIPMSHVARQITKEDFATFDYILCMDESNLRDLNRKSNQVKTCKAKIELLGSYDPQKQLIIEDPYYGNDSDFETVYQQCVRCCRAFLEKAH
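material = LMPTP-A | quantity = 0.625 nM enzyme | reagent = OMFP substrate, 400 µM final | buffer or medium = Bis-Tris pH 6.0, DTT, detergent | detection = endpoint fluorescence intensity from OMFP dephosphorylation | dosing = single 20 µM dose | read-out basis = % inhibition relative to no-enzyme and uninhibited control wells | control set = no-enzyme and uninhibited controls | timing = 50 min at room temperature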
DNMT1 inh = blocks human DNA methyltransferase DNMT1. P26358. DNMT1 molecular beacon, Hinp1I cleavage, fluorescence. inhibition (reported as % activation of signal), % at 10 µM. actives 0.83% (n = 360,000). AID 588458; in the data active = inhibition above about 50%
CendR NRP1 mod = alters CendR peptide binding to human NRP-1. O14786. FAM-RPARPAR peptide binding to NRP-1, fluorescence polarization. inhibition, % at 25 µM. actives 0.85% (n = 360,000). AID 602438;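 active = inhibition or corrected inhibition above about 18%, plus a signal ratio from 0.5 to 1.5, limit read from the data, passing the limit was not always enough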; also: strong numbers were not always called active
Numbers without * were called inactive; i = inactive; / = not tested or not shown.

SMILES | Tb MetRS inh | SUMO1 PPI mod | Scp1 inh | STEP block | Neddyl block | SKN-1 block | NadD block | LMPTP block | DNMT1 inh | CendR NRP1 mod
C=CCn1c(CCNC(=O)c2cccs2)nnc1SCC(=O)c1ccc(Cl)cc1 | -0.7 | -5 | -4 | -2 | i | 12 | 8 | -0.2 | -3 | 1
CCC(C)n1nccc1NC(=O)C(C)OC(=O)c1cc2ccccc2[nH]1 (centres undefined) | 0.1 | 0 | 2 | -3 | i | -6 | 3 | -0.6 | -8 | -8
CC1CN(C(=O)CSc2nc(-c3ccccc3)cs2)CC(C)O1 (centres undefined) | -0.3 | -1 | -4 | 3 | i | -11 | 3 | -3.3 | 1 | 9
COc1cccc(N=Nc2c(N)[nH]n3c(=O)cc(-c4ccccc4)nc23)c1 | -1.4 | -10 | -9 | 8 | i | 29 | 42* | 8.0 | -14 | 9
CC(=O)Nc1ccc(C(=O)NNC(=O)CCCCC(=O)NNC(=O)c2ccc(NC(C)=O)cc2)cc1 | -0.5 | -3 | -6 | 1 | i | -3 | -3 | 0.2 | 2 | -10
CCCCC(=O)NC1(C(F)(F)F)C(=O)Nc2c1c(=O)[nH]c(=O)n2Cc1ccco1 (centres undefined) | 0.1 | 3 | -2 | -2 | i | -16 | 1 | -0.3 | 4 | -37
COCCN(C(=O)c1ccc(C)c(S(=O)(=O)N2CCOCC2)c1)c1c(N)n(CC(C)C)c(=O)[nH]c1=O | -0.3 | 0 | 7 | 0 | i | 1 | 4 | -1.8 | 2 | 29*
Cc1cc(/C=C(/C#N)c2nc3ccccc3[nH]2)c(C)n1-c1cc(C(=O)O)cc(C(=O)O)c1 | 5.8* | 28 | 59* | 24 | i | 10 | 6 | 2.6 | 77* | -35
CCC(CC)c1nnc(NC(=O)C2CCN(C(=O)c3ccco3)CC2)s1 | -0.4 | 0 | -6 | 16 | i | 9 | -5 | -1.4 | 2 | -6
CCC(C(=O)Nc1cc(OC)c(NC(=O)c2ccccc2)cc1OC)c1ccccc1 (centres undefined) | -1.2 | 6 | -8 | 1 | i | 1 | -8 | 0.7 | -2 | 7
COC(=O)c1ccc(NC(=O)[C@H](C)NC(N)=O)cc1 | -0.7 | 8 | -8 | -1 | i | -2 | -4 | -1.4 | 3 | 3
O=C(C1CCC(C(=O)N2CCc3ccccc32)CC1)N1CCc2ccccc21 (centres undefined) | -1.2 | 3 | -3 | 2 | i | -8 | -7 | -0.4 | 0 | -11

Next part; the last two above are carried over.
SMILES | Tb MetRS inh | SUMO1 PPI mod | Scp1 inh | STEP block | Neddyl block | SKN-1 block | NadD block | LMPTP block | DNMT1 inh | CendR NRP1 mod
COC(=O)c1ccc(NC(=O)[C@H](C)NC(N)=O)cc1 | -0.7 | 8 | -8 | -1 | i | -2 | -4 | -1.4 | 3 | 3
O=C(C1CCC(C(=O)N2CCc3ccccc32)CC1)N1CCc2ccccc21 (centres undefined) | -1.2 | 3 | -3 | 2 | i | -8 | -7 | -0.4 | 0 | -11
CN(CC(N)=O)S(=O)(=O)c1ccc(F)cc1 | 1.1 | 0 | -3 | 5 | i | -13 | -3 | -1.1 | -2 | -7
Cc1ccc(S(=O)(=O)CC(=O)c2ccccc2)cc1 | -0.8 | 0 | -7 | 2 | i | -13 | 2 | 0.6 | 3 | 7
O=C(NCCOc1ccc(Cl)cc1)c1ccco1 | -0.9 | -1 | 4 | 0 | i | 8 | -5 | -1.3 | -2 | 2
O=C(Nc1ccc(S(=O)(=O)N2CCc3ccccc3C2)cc1)C1CCCO1 (centres undefined) | -0.5 | -3 | -13 | -2 | i | 0 | -4 | 0.5 | 2 | -1
COc1ccc2c(c1OC)C(=O)N1C2SC(C)(C)[C@H]1C(=O)NC(C)C (some centres undefined) | -0.6 | 3 | -7 | -1 | i | -10 | 0 | -1.6 | 3 | 3
CCSc1cnnc2ccccc12 | -0.1 | -29 | -7 | -4 | i | 8 | -2 | -0.2 | 1 | 12
CCC(C)N1CC(=O)N2C(c3ccc(OC)cc3OC)c3[nH]c4ccccc4c3C[C@H]2C1=O (some centres undefined) | 1.4 | -3 | -7 | 10 | i | -4 | 0 | -0.2 | -5 | -7
CCN(CC)CC(O)COc1ccc2c(c1)OCO2 (centres undefined) | -1.7 | 1 | -5 | -1 | i | -14 | -3 | -0.6 | -2 | 2
O=C(NCc1ccco1)C1CC(c2c(Cl)cccc2Cl)=NO1 (centres undefined) | 0.3 | 2 | 11 | -2 | i | 5 | 6 | -0.2 | 9 | -19
COc1ccc(-c2ccc(CN3C(CC(C)C)C(=O)N(Cc4cn(CC5CCCCC5)nn4)CCS3(=O)=O)cc2)cc1OC (centres undefined) | -0.8 | 5 | / | 0 | i | 2 | 5 | 3.6 | -6 | -10
CCSc1nnc(NC(=O)C2CCN(S(=O)(=O)c3ccccc3C(F)(F)F)CC2)s1 | -0.1 | 1 | -6 | -3 | i | 8 | -2 | 1.8 | -7 | 7
CCN(c1ccccc1)S(=O)(=O)c1ccc(Cl)c(NC(=O)CN2C(=O)NC3(CCCC3)C2=O)c1 | -0.6 | -1 | -6 | -4 | i | 3 | -3 | 0.2 | -5 | 3
O=C1C(Cl)=C(NS(=O)(=O)c2ccc([N+](=O)[O-])cc2)C(=O)c2ccccc21 | -0.5 | -5 | -15 | 3 | i | 15 | -5 | 2.1 | -10 | 26*
Cc1ccc(C(=O)NC(=S)Nc2ccc(Oc3ccc(Cl)cc3)cc2)cc1 | 2.4 | 0 | -8 | 2 | i | -11 | 3 | 1.8 | -1 | -10
CC(=O)c1cccc(NC(=O)N2CCCC(C(=O)c3cc(F)ccc3F)C2)c1 (centres undefined) | -0.1 | 1 | -9 | 1 | i | 9 | -2 | -0.5 | 0 | 0
CSCCC(NC(=O)c1ccccc1)C(=O)NCCCn1nc(C)cc1C (centres undefined) | -0.3 | 3 | -7 | 4 | i | 3 | 1 | -0.8 | 1 | 6
COc1cc(/C=C/C(=O)OCC(=O)NC(=O)NC23CC4CC(CC(C4)C2)C3)ccc1OCC#N | -1.1 | -6 | -12 | -2 | i | 10 | 7 | 2.9 | -10 | -6
CCOC(=O)c1nn(-c2cccc(OC)c2)c2nc(CC)c(C#N)c(=O)n12 | 0.4 | 6 | -8 | -4 | i | 3 | -5 | -1.2 | -1 | -15
CC1CCCCN1C(=O)COC(=O)c1cc([N+](=O)[O-])ccc1N1CCOCC1 (centres undefined) | -0.1 | -27 | 0 | 0 | i | -11 | 0 | -0.4 | 1 | 10
CCOc1cc(S(=O)(=O)NCC2OCCc3ccccc32)c(OCC)cc1-n1cnnn1 (centres undefined) | 0.5 | 1 | -8 | -1 | / | 16 | -5 | -0.3 | 14 | -2
O=C(Nc1ccc2nc(-c3cccs3)[nH]c2c1)c1ccco1 | 0.3 | 5 | -10 | -2 | i | -6 | 0 | -0.2 | -2 | -2
Cc1ccc(NC(=O)CSc2ccc(-c3ccccn3)nn2)c(C)c1 | 0.0 | 1 | 4 | -1 | i | -7 | 5 | -0.2 | -2 | 12
CC(NC(=O)c1cc(Br)cs1)C1CCCO1 (centres undefined) | 0.7 | -2 | -6 | 3 | i | 0 | 1 | 1.4 | -5 | 7
Cc1ccc(-c2nc(-c3ccncc3)no2)c(Cl)c1 | -0.3 | -2 | -2 | 1 | i | 20 | -2 | -0.3 | 4 | 5

Reformatted: entries from further up
Values in the order – Tb MetRS inh, SUMO1 PPI mod, Scp1 inh, STEP block, Neddyl block, SKN-1 block, NadD block, LMPTP block, DNMT1 inh, CendR NRP1 mod
- O=C(Nc1ccc2nc(-c3cccs3)[nH]c2c1)c1ccco1
 : 0.3, 5, -10, -2, i, -6, 0, -0.2, -2, -2
- COc1cc(/C=C/C(=O)OCC(=O)NC(=O)NC23CC4CC(CC(C4)C2)C3)ccc1OCC#N
 : -1.1, -6, -12, -2, i, 10, 7, 2.9, -10, -6

Next section:
SMILES | Tb MetRS inh | SUMO1 PPI mod | Scp1 inh | STEP block | Neddyl block | SKN-1 block | NadD block | LMPTP block | DNMT1 inh | CendR NRP1 mod
Cc1ccc(C(C)NC(=O)c2ccc3c(c2)OCO3)cc1C (centres undefined) | 0.5 | 1 | -11 | 2 | i | -9 | 1 | -0.4 | 0 | 4
Cc1ccc(-n2c(C)cc(/C=C3\SC(=O)NC3=O)c2C)cc1 | -0.1 | -4 | -10 | 0 | i | 0 | 9 | 0.4 | -1 | 20
COc1ccc2nc(C)cc(SCC(=O)NNC(=O)COc3cccc4ccccc34)c2c1 | 1.4 | -1 | 2 | -3 | i | 2 | 17 | 2.6 | -10 | -7
CCCNc1c(NS(=O)(=O)c2c(F)c(F)c(F)c(F)c2F)c(=O)oc2ccccc12 | -1.1 | -3 | -9 | -1 | i | 2 | 1 | -1.1 | 3 | 5
COc1cccc(C(O)c2nc(-c3ccc(F)cc3OC)cs2)c1 (centres undefined) | -0.3 | -3 | / | 0 | i | 8 | 1 | 1.0 | 11 | -4
CCOCCn1c(CN2CCN(CC)CC2)nc2c1c(=O)n(C)c(=O)n2C | -0.7 | 0 | -1 | -1 | i | 2 | 3 | 0.9 | -28 | -9
CCc1cc2c(=O)n(CCCOC)c(SCC(=O)Nc3oc(C)c4c(C)n[nH]c(=O)c34)nc2s1 | -0.2 | -19 | -7 | -1 | i | 16 | 0 | -11 | 12 | -8
CC(Oc1ccc(-n2cnnn2)cc1)C(=O)O (centres undefined) | 0.3 | 1 | -5 | -2 | i | -5 | -4 | 1.3 | -2 | 1

One compound at a time (already shown). Order of screens: Tb MetRS inh, SUMO1 PPI mod, Scp1 inh, STEP block, Neddyl block, SKN-1 block, NadD block, LMPTP block, DNMT1 inh, CendR NRP1 mod
Shown for CC(Oc1ccc(-n2cnnn2)cc1)C(=O)O (centres undefined) : 0.3, 1, -5, -2, i, -5, -4, 1.3, -2, 1
Shown for COc1ccc2nc(C)cc(SCC(=O)NNC(=O)COc3cccc4ccccc34)c2c1 : 1.4, -1, 2, -3, i, 2, 17, 2.6, -10, -7
Shown for COc1cccc(C(O)c2nc(-c3ccc(F)cc3OC)cs2)c1 (centres undefined) : -0.3, -3, /, 0, i, 8, 1, 1.0, 11, -4
Shown for CCc1cc2c(=O)n(CCCOC)c(SCC(=O)Nc3oc(C)c4c(C)n[nH]c(=O)c34)nc2s1 : -0.2, -19, -7, -1, i, 16, 0, -11, 12, -8
Shown for Cc1ccc(C(C)NC(=O)c2ccc3c(c2)OCO3)cc1C (centres undefined) : 0.5, 1, -11, 2, i, -9, 1, -0.4, 0, 4
